NCI-60 one-dose screen, 48 h, at 10 µM unless noted. Numbers give growth in % (100 = growth as untreated, 0 = no growth, -100 = all killed).
SF-268: SF-268 CNS cancer cells; actives 3.1% (n = 82,000); AID 1794759
HCC-2998: HCC-2998 colon cancer; actives 4.7% (n = 79,000)
HCT-116: HCT-116 colon cancer. AID 1794798. actives 7.3% (n = 82,000)
SNB-75: SNB-75 CNS cancer; actives 5% (n = 79,000)
SNB-19: SNB-19 CNS cancer cells. actives 2.5% (n = 81,000)
KM12: KM12 colon cancer cells; AID 1794800; actives 5% (n = 82,000)
U251: U251 CNS tumor cells | actives 5.4% (n = 80,000) | AID 1794753
SF-295: SF-295 CNS cancer cells; actives 5.6% (n = 79,000)
SF-539: SF-539 CNS cancer; AID 1794752; actives 6.8% (n = 81,000)
* marks the source's active call; other numbers are inactive results; & = joins results of further samples. How the source made its calls: active means growth percent below 10; inactive means the rest.

Nc1n[nH]c2cccc(C#Cc3cccc(NC(=O)c4cccc(Cl)c4)c3)c12 was read as SF-268 41, HCC-2998 30, HCT-116 12, SNB-75 36, SNB-19 55, KM12 20, U251 46, SF-295 15 and SF-539 8.7*.
CSc1nn(-c2ccccc2)c2ncnc(Oc3ccccc3)c12 was read as SF-268 93, HCC-2998 102, HCT-116 85, SNB-75 70, SNB-19 94, U251 86, SF-295 101 and SF-539 98.
`CCCCC[C@H]1C/C=C2/C(=O)C(Cl)=C[C@@H]2C/C=C\CCCC(=O)O1` gave SF-268 -37*, HCC-2998 -69*, HCT-116 -87*, SNB-75 5.2*, SNB-19 -73*, KM12 -34*, U251 -92*, SF-295 -35* and SF-539 -77*.
For C/C(O)=C1\C(=O)OC(C2=C(c3cccs3)NC(=S)NC2C)=CC1c1ccc(C)o1 (centres undefined) the results were SF-268 86, HCC-2998 110, HCT-116 70, SNB-75 96, SNB-19 99, KM12 92, U251 99, SF-295 100 and SF-539 101.
Screening O=C(CC(CC(=O)c1cccs1)c1ccc(O)cc1)c1cccs1 returned SF-268 103, HCC-2998 99, HCT-116 88, SNB-75 100, SNB-19 106, KM12 103, U251 91, SF-295 102 and SF-539 102.
`O=c1[nH]n[n+](-c2[nH]ncc2[N+](=O)[O-])o1` gave SF-268 95, HCC-2998 98, HCT-116 106, SNB-75 80, SNB-19 97, KM12 102, U251 97, SF-295 101 and SF-539 98.
`Cc1nc(N)[nH]c(=O)c1CCCNc1ccc(CCCCC2(CCl)OCCO2)cc1` gave SF-268 95&101, HCC-2998 100&95, HCT-116 86&92, SNB-75 94&101, SNB-19 108&101, KM12 103&105, U251 92&99, SF-295 85&128 and SF-539 113&103.
`O=C1NC(=S)S/C1=C/c1cc(Cl)cc(Cl)c1O` gave SF-268 110, HCC-2998 99, HCT-116 103, SNB-75 98, SNB-19 110, KM12 116, U251 99, SF-295 102 and SF-539 102.
COc1ccc(Cl)cc1-n1nnc(-c2nc3ccccc3[nH]2)c1N was read as SF-268 63, HCC-2998 93, HCT-116 55, SNB-75 32, SNB-19 77, U251 53, SF-295 59 and SF-539 92.
COc1ccc(Cn2cc3c(c2-c2cc(OC)c(OC)c(OC)c2)CCc2c(CO)noc2-3)cc1 was read as SF-268 43, HCC-2998 27, HCT-116 7.9*, SNB-75 40, SNB-19 30, KM12 17, U251 11, SF-295 15 and SF-539 3.6*.
Screening CC/C(=C\c1ccc(N(C)C)cc1)c1nc2ccccc2c(=O)[nH]1 returned SF-268 93, HCC-2998 93, HCT-116 108, SNB-75 88, SNB-19 102, KM12 119, U251 86 and SF-539 106.
For Oc1ccc(N=Cc2ccccc2O)cc1 the results were SF-268 93, HCC-2998 116, HCT-116 99, SNB-75 89, SNB-19 93, KM12 89, U251 83, SF-295 107 and SF-539 80.
For O=C(N/N=C/c1c[nH]c2ccccc12)c1cn(C2CC2)c2cc(N3CCNCC3)c(F)cc2c1=O the results were SF-268 95, HCC-2998 105, HCT-116 109, SNB-75 92, SNB-19 90, KM12 101, U251 98, SF-295 101 and SF-539 97.
COCCCn1nnc2ccccc2c1=O was read as SF-268 105, HCC-2998 113, HCT-116 107, SNB-75 77, SNB-19 98, SF-295 93 and SF-539 111.
`COc1cccc(/C=C2/SC(=S)N(Cc3ccco3)C2=O)c1OC` gave SF-268 105, HCC-2998 113, HCT-116 78, SNB-19 96, KM12 78, U251 94 and SF-539 89.
`C/C(=C(/C)C1CC1CCNS(=O)(=O)c1ccc(C)cc1)c1cc(C)cc(C)c1` (centres undefined) gave SF-268 97, HCC-2998 110, HCT-116 97, SNB-75 81, SNB-19 91, KM12 100, U251 104, SF-295 102 and SF-539 103.
`CC(=O)N1CCN(CCNC(=O)n2cc(-c3ccncc3)c(-c3cc(O)cc(Cl)c3)n2)CC1` gave SF-268 96, HCC-2998 122, HCT-116 44, SNB-19 106, KM12 91, U251 80, SF-295 81 and SF-539 72.
`CC(C)C1C2=C(NCCN1C(=O)Cc1ccccc1)C(C)(C)N(Cc1ccccc1)C2=O` (centres undefined) gave SF-268 102, HCC-2998 101, HCT-116 92, SNB-75 85, SNB-19 97, KM12 107, U251 103, SF-295 100 and SF-539 107.
CC1=NC2=CC=CC3=NC(C(Cl)(Cl)Cl)=NC(=N1)N23 was read as SF-268 78, HCC-2998 58, HCT-116 68, SNB-75 56, SNB-19 84, KM12 86, U251 74, SF-295 96 and SF-539 89.
For CCOC(=O)N1C=CC2C=CC1C1C=CC=CC2N1C(=O)OCC (centres undefined) the results were SF-268 101, HCC-2998 82, HCT-116 95, SNB-75 80, SNB-19 94, KM12 85, U251 93, SF-295 116 and SF-539 81.
Cc1c(C(=O)C(SC(=S)N2CCCCC2)SC(=S)N2CCCCC2)nnn1-c1ccc(Cl)cc1 was read as SF-268 104, HCC-2998 108, HCT-116 97, SNB-75 94, SNB-19 99, KM12 84, U251 97, SF-295 105 and SF-539 100.
`COc1ccc(C(=O)OC2C(OC3C(O)COC(O[C@H]4C[C@H]5[C@@H]6CC=C7C[C@@H](O)CC[C@]7(C)[C@H]6CC[C@]5(C)[C@H]4[C@H](C)C(=O)CCC(C)C)C3OC(C)=O)OCC(O)C2O)cc1` (some centres undefined) gave SF-268 -13*, HCC-2998 53, HCT-116 1.3*, SNB-75 -9.7*, SNB-19 -23*, KM12 24, U251 -43*, SF-295 -65* and SF-539 -70*.
CCOC(=O)Cc1csc2ccccc12 was read as SF-268 100, HCC-2998 106, HCT-116 104, SNB-75 75, SNB-19 107, KM12 98, U251 112 and SF-295 123.
For Cc1ccc(C2=NN(c3ccc(S(N)(=O)=O)cc3)C(c3cn(-c4ccccc4)nc3-c3ccccc3)C2)cc1 (centres undefined) the results were SF-268 43, HCC-2998 118, HCT-116 84, SNB-75 82, SNB-19 87, KM12 41, U251 77, SF-295 104 and SF-539 112.

The list goes on, overlapping the part above by 4 compounds.
Cc1c(C(=O)C(SC(=S)N2CCCCC2)SC(=S)N2CCCCC2)nnn1-c1ccc(Cl)cc1 was read as SF-268 104, HCC-2998 108, HCT-116 97, SNB-75 94, SNB-19 99, KM12 84, U251 97, SF-295 105 and SF-539 100.
`COc1ccc(C(=O)OC2C(OC3C(O)COC(O[C@H]4C[C@H]5[C@@H]6CC=C7C[C@@H](O)CC[C@]7(C)[C@H]6CC[C@]5(C)[C@H]4[C@H](C)C(=O)CCC(C)C)C3OC(C)=O)OCC(O)C2O)cc1` (some centres undefined) gave SF-268 -13*, HCC-2998 53, HCT-116 1.3*, SNB-75 -9.7*, SNB-19 -23*, KM12 24, U251 -43*, SF-295 -65* and SF-539 -70*.
CCOC(=O)Cc1csc2ccccc12 was read as SF-268 100, HCC-2998 106, HCT-116 104, SNB-75 75, SNB-19 107, KM12 98, U251 112 and SF-295 123.
For Cc1ccc(C2=NN(c3ccc(S(N)(=O)=O)cc3)C(c3cn(-c4ccccc4)nc3-c3ccccc3)C2)cc1 (centres undefined) the results were SF-268 43, HCC-2998 118, HCT-116 84, SNB-75 82, SNB-19 87, KM12 41, U251 77, SF-295 104 and SF-539 112.
Screening COc1cc(C(=O)Nc2cccc(C3CC(=O)c4c(cc(OC)c(OC)c4OC)O3)c2)cc(OC)c1OC (centres undefined) returned SF-268 88, HCC-2998 114, HCT-116 72, SNB-75 84, SNB-19 103, KM12 41, U251 83, SF-295 91 and SF-539 92.
FC(F)(F)c1ccc(-c2cnn3cc(-c4ccccc4)cnc23)cc1 was read as SF-268 97, HCC-2998 104, HCT-116 99, SNB-75 97, SNB-19 102, KM12 101, U251 97, SF-295 98 and SF-539 109.
`CCCCCN1C=C/C(=C\C(=O)N(C)c2cccc(Br)c2)c2ccccc21` gave SF-268 106, HCC-2998 107, HCT-116 100, SNB-75 101, SNB-19 95, KM12 110, U251 98, SF-295 100 and SF-539 101.
`CC1CCCN(CCC(=O)c2ccccc2)C1` (centres undefined) gave SF-268 104, HCC-2998 101, HCT-116 110, SNB-75 93, SNB-19 111, KM12 106, U251 118, SF-295 119 and SF-539 100.
For Nc1c(C(=O)Nc2cccc(Br)c2)sc2nc3c(cc12)C(=O)CCC3 the results were SF-268 63, HCC-2998 38, HCT-116 33, SNB-75 -4.5*, SNB-19 33, KM12 19, U251 38 and SF-539 26.
`C=C1CCC2C3(C)COC(c4ccco4)OC3CCC2(C)C1C/C=C1/C(=O)OCC1O` (centres undefined) gave SF-268 101, HCC-2998 111, HCT-116 51, SNB-75 114, SNB-19 97, KM12 92, U251 64, SF-295 105 and SF-539 107.
Screening Nc1ncnc2nc(Br)[nH]c12 returned SF-268 98, HCC-2998 109, HCT-116 92, SNB-75 87, SNB-19 101, KM12 102, U251 89, SF-295 102 and SF-539 103.
Screening O=C1CCCCC(=O)[C@H]2CC3(OCCO3)C(=O)O[C@@H]2CO1 returned SF-268 97, HCC-2998 102, HCT-116 106, SNB-75 82, SNB-19 99, KM12 102, U251 100, SF-295 101 and SF-539 101.
Screening CCCCCCCCCCCCCCCCCCN=Cc1ccccc1O returned SF-268 94, HCC-2998 99, HCT-116 90, SNB-75 89, SNB-19 102, KM12 105, U251 92, SF-295 93 and SF-539 96.
`CNS(=O)(=O)Oc1ccc(NC(=O)C2CCCCC2)cc1` gave SF-268 99, HCC-2998 112, HCT-116 108, SNB-75 103, SNB-19 100, KM12 95, U251 98, SF-295 100 and SF-539 101.
`CS(=O)(=O)Nc1cccc(-n2c(COc3ccc(Br)cc3)nc3ccccc32)c1` gave SF-268 113&112, HCC-2998 125&132, HCT-116 96&103, SNB-75 121&93, SNB-19 99&100, KM12 81&101, U251 106&94, SF-295 105&92 and SF-539 96&84.
For N#Cc1oc(-c2ccccc2)nc1CN1CCC(C2(C(F)(F)F)N=N2)CC1 the results were SF-268 96, HCC-2998 113, HCT-116 92, SNB-75 103, SNB-19 97, KM12 99, U251 101, SF-295 105 and SF-539 97.
`Cc1ccc2nc(C)c(-c3nnc(SCc4ccc(C#N)cc4)o3)n2c1` gave SF-268 97, HCC-2998 108, HCT-116 92, SNB-75 78, SNB-19 91, KM12 106, U251 95, SF-295 93 and SF-539 88.
`COC(=O)c1cc(C(=O)OC)cc([N+](=O)[O-])c1` gave SF-268 108, HCC-2998 99, HCT-116 95, SNB-75 72, SNB-19 118, KM12 112, U251 94, SF-295 111 and SF-539 97.
Screening O=C(O)c1ccc(-c2cccc(Oc3ccc4nnc(Cl)n4n3)c2)cc1 returned SF-268 99, HCC-2998 100, HCT-116 103, SNB-75 88, SNB-19 97, KM12 100, U251 99, SF-295 100 and SF-539 94.

Structures above that contain fluorine:
For O=C(N/N=C/c1c[nH]c2ccccc12)c1cn(C2CC2)c2cc(N3CCNCC3)c(F)cc2c1=O the results were SF-268 95, HCC-2998 105, HCT-116 109, SNB-75 92, SNB-19 90, KM12 101, U251 98, SF-295 101 and SF-539 97.
FC(F)(F)c1ccc(-c2cnn3cc(-c4ccccc4)cnc23)cc1 was read as SF-268 97, HCC-2998 104, HCT-116 99, SNB-75 97, SNB-19 102, KM12 101, U251 97, SF-295 98 and SF-539 109.
For N#Cc1oc(-c2ccccc2)nc1CN1CCC(C2(C(F)(F)F)N=N2)CC1 the results were SF-268 96, HCC-2998 113, HCT-116 92, SNB-75 103, SNB-19 97, KM12 99, U251 101, SF-295 105 and SF-539 97.

Rows were taken by chance. Share with any hit: about 11%.
